TPT1 inhibitor: Candida albicans TPT1 enzyme inhibitors, primary screen, biochemical, fluorescence polarization | actives 0.81% (n = 300,000) | AID 1962, 2009 | recombinant caTPT1, FP RNA substrate dephosphorylation | inhibition, % at 5 µM | tRNA 2'-phosphotransferase TPT1 (Candida albicans SC5314);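 active = inhibition above the mean of all tested compounds plus 3 SD, set per screening campaign, cut at about 24% in these data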;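 note: plate controls were DMSO alone for no effect and ferristatin control at 100 nM for full effect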
CTSL1 counter: Fasciola hepatica cathepsin L1 inhibitors, primary screen, counter-screen for PFM18AAP inhibitor project, biochemical, QFRET, fluorogenic peptide substrate; recombinant F. hepatica cathepsin L1, Z-Leu-Arg-MCA fluorescence; inhibition, % at 5.96 µM; actives 0.49% (n = 300,000); AID 1906, 2009;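 active = inhibition above the mean of all tested compounds plus 3 SD, set per screening campaign, cut at about 17% in these data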;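 note: 0% = plate median of test compound wells and 100% = 1 µM Z-Phe-Ala-diazomethylketone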
LYPLA2 inh: LYPLA2 inhibitors, primary screen, counter-screen for PME1 inhibitor project, biochemical, fluorescence polarization, FP-Rh probe ABPP; Acyl-protein thioesterase 2 (Homo sapiens), O95372; recombinant LYPLA2; inhibition, % at 5.9 µM; actives 0.38% (n = 320,000); AID 2177, 2009;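 active = inhibition above the screen-wide mean plus 3 SD, limit set per campaign, cut at about 26% in these data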;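 note: 0% = LYPLA2 with DMSO and 100% = wells lacking LYPLA2 enzyme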
Target sequence (O95372 whole entry, looked up): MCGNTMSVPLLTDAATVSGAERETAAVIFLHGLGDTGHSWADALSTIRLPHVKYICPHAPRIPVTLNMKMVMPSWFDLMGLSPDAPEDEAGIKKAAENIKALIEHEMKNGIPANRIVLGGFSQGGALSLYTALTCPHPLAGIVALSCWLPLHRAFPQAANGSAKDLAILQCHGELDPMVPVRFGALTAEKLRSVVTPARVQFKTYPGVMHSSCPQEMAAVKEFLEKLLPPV
GASC-1 inh: inhibitors of GASC-1 histone demethylase, primary screen, biochemical, fluorescence, DELFIA europium | Lysine-specific demethylase 4C (Homo sapiens), Q9H3R0 | GST-JMJD2C(1-420) H3K9me3 demethylation | inhibition, % at 2.35 µM | actives 0.069% (n = 330,000) | AID 2099, 2009;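 active = more than half of a compound's replicate wells show inhibition beyond 50%, single wells judged on their own value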;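 note: signal counts dimethyl H3K9 product captured on neutravidin plate; 0% = median of DMSO wells and 100% = 0.3 times that DMSO median; strong numbers were not always called active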
Target sequence (Q9H3R0 1-420 limits assumed): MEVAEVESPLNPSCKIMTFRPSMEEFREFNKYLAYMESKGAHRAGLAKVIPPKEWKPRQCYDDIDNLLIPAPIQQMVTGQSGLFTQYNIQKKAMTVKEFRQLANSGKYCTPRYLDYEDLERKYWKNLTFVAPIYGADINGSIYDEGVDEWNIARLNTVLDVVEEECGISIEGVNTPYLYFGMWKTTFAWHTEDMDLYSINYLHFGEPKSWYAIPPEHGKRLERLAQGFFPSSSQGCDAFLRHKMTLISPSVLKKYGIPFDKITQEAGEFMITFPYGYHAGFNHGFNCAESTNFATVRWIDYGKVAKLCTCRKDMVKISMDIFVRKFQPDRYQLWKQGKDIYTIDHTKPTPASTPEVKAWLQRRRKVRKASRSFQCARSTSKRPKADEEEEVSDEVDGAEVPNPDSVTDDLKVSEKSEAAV
PP5 inh: PP5 phosphatase inhibitors, primary screen, biochemical, fluorescence. Serine/threonine-protein phosphatase 5 (Homo sapiens), P53041. purified PP5c, OMFP substrate fluorescence. inhibition, % at 6.7 µM. actives 0.18% (n = 320,000). AID 1987, 2009;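 active = inhibition above the campaign's mean inhibition across all tested compounds plus 3 SD, cut at about 9.5% in these data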;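 note: 0% = DMSO only and 100% = 100 µM cantharidin control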
core dimer inh: inhibitors of HCV core protein dimerization, primary screen, biochemical, TR-FRET, high-throughput; TR-FRET GST/Flag-core106 dimerization, 1536-well; inhibition, % at 5 µM; actives 0.33% (n = 300,000); AID 1899, 2009;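 active = inhibition above the mean of all tested compounds plus 3 SD, set per screening campaign, cut at about 45% in these data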
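Material: Tagged HCV core106 pair (GST and Flag) | Amount: GST-core106 13.5 nM, Flag-core106 17 nM | Medium: KF-containing HEPES buffer, pH 7.45, DTT, CHAPS, BSA | Reagent: Eu donor and XL665 acceptor anti-tag antibodies | Schedule: 4 h at 22.5 °C | Technique: Time-resolved FRET, ex 340 nm, em 617 and 671 nm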
PREPL inh: PREPL enzyme inhibitors, primary screen, biochemical, fluorescence polarization | Prolyl endopeptidase-like (Homo sapiens), Q4J6C6 | recombinant PREPL, fluorescence polarization activity-based probe | inhibition, % at 5.96 µM | actives 0.68% (n = 320,000) | AID 2751, 2010; in the data active = inhibition above about 43%;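 note: 0% = enzyme with DMSO and 100% = wells lacking enzyme; many of its hits are not listed in these tables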
PP1 inh: PP1-alpha phosphatase inhibitors, primary screen, counter-screen for PP5 inhibitor project, biochemical, fluorescence, OMFP substrate, single point; Serine/threonine-protein phosphatase PP1-alpha catalytic subunit (Homo sapiens), P62136; purified PP1alpha; inhibition, % at 6.7 µM; actives 0.9% (n = 320,000); AID 2235, 2010;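 active = inhibition above the mean inhibition of all tested compounds plus 3 SD, computed separately for each screening campaign, cut at about 15% in these data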
Target sequence (P62136 whole entry, looked up): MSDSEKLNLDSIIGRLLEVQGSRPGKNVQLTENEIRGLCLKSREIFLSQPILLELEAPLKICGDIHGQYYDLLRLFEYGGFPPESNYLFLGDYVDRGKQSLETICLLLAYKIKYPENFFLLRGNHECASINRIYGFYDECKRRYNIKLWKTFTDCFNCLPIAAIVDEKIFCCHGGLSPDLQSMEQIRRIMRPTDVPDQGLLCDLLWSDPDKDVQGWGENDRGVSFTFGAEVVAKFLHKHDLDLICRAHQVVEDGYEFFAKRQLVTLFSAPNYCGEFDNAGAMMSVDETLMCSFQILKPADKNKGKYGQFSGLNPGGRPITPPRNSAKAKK
Efflux pump mplx: inhibitors of Candida efflux pumps in yeast, primary screen, S. cerevisiae, Nile Red, multiplex; S. cerevisiae Candida pump triplex; inhibition, % at 10 µM; actives 0.44% (n = 330,000); AID 485275, 2010;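 active = plate passing quality check with inhibition over a set limit, or well fluorescence over plate mean plus 4 SD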;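 note: Nile Red retained in pooled yeast measured as flow cytometry median fluorescence; 0% = buffer negative control and 100% = Enniatin B positive control; higher means more Nile Red kept so more efflux inhibition; some compounds called inactive have numbers as strong as hits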
* marks the source's active call; other numbers are inactive results; nt = no result given; & = joins results of further samples.

SMILES	TPT1 inhibitor	CTSL1 counter	LYPLA2 inh	GASC-1 inh	PP5 inh	core dimer inh	PREPL inh	PP1 inh	Efflux pump mplx
COc1cc(OC)c(C(=O)OCC(=O)NCCC2=CCCCC2)cc1OC	2	3	1	-8	-0.1	0	6	-2	0.1
CC1CN(C(=O)COC(=O)c2ccccc2O)CC(C)O1 (stereo not given)	-2	2	-5	-6	-1.7	8	4	-1	0.0
CSc1nc2sc3c(c2c2nncn12)CCC3	1	-3	2	-3	4.0	-8	2	2	0.1
OC(COc1ccc(Cl)cc1)CN1CCN(c2ccccc2)CC1 (stereo not given)	0	2	-2	5	0.0	-2	14	-1	0.0
Cc1sc(NC(=O)c2ccco2)c(C(c2ccc(F)cc2)N2CCN(C)CC2)c1C (stereo not given)	1	0	7	-7	0.7	-2	26	5	0.2
O=c1c(-c2ccc(O)cc2)coc2cc(O)cc(O)c12	-3	1	6	-8	2.6	0	8	-7	-0.2
CN(C)c1ccc(C=Nc2cnn(C)c2C(N)=O)cc1	-1	2	5	nt	0.3	-16	-6	-4	-0.2
CCCCCn1cnc2sc(CC)cc2c1=O	1	1	-9	-14	1.1	-8	3	1	0.8
O=C(Nc1ccccc1)c1cc2c(=O)c3ccccc3oc2nc1C(F)(F)F	-1	2	7	-3	-0.7	-1	0	-2	0.0
O=C(CNC(=O)c1ccc(Cl)cc1Cl)NCC(=O)Nc1ccccc1N1CCOCC1	-5	-1	8	-1	3.6	-6	35	0	0.0
O=C(Nc1ccccc1)NC1(C(=O)N2CCN(C(=O)c3ccco3)CC2)CCCCC1	-1	-8	2	4	-4.3	-3	-15	2	-0.1
CCOc1ccc(-c2cc(C(=O)N/N=C/c3cccnc3)c3ccccc3n2)cc1	-2	4	-23	-8	5.8	15	-6	1	-0.1
O=C(NNC(=O)C1C2C=CC(C2)C1C(=O)O)c1ccccc1 (stereo not given)	2	1	3	5	1.6	6	4	-3	-0.1
CCC1(C)Cc2ccccc2-c2nc3n(c(=O)c21)CCS3 (stereo not given)	7	0	5	-9	2.4	-4	-1	2	0.1
CC(C)C(OC(=O)c1cccs1)C(=O)NCCc1ccccc1 (stereo not given)	0	-3	6	4	1.9	1	-7	1	0.2

One compound at a time, as listed above. Order of screens: TPT1 inhibitor	CTSL1 counter	LYPLA2 inh	GASC-1 inh	PP5 inh	core dimer inh	PREPL inh	PP1 inh	Efflux pump mplx
`O=C(Nc1ccccc1)c1cc2c(=O)c3ccccc3oc2nc1C(F)(F)F` is listed as -1	2	7	-3	-0.7	-1	0	-2	0.0
`CC1CN(C(=O)COC(=O)c2ccccc2O)CC(C)O1` (stereo not given) is listed as -2	2	-5	-6	-1.7	8	4	-1	0.0
`CCCCCn1cnc2sc(CC)cc2c1=O` is listed as 1	1	-9	-14	1.1	-8	3	1	0.8
`O=C(Nc1ccccc1)NC1(C(=O)N2CCN(C(=O)c3ccco3)CC2)CCCCC1` is listed as -1	-8	2	4	-4.3	-3	-15	2	-0.1
`CSc1nc2sc3c(c2c2nncn12)CCC3` is listed as 1	-3	2	-3	4.0	-8	2	2	0.1

Continued:
SMILES	TPT1 inhibitor	CTSL1 counter	LYPLA2 inh	GASC-1 inh	PP5 inh	core dimer inh	PREPL inh	PP1 inh	Efflux pump mplx
COc1cc(C(=O)NCC2CCCO2)ccc1OCc1ccccc1Cl (stereo not given)	4	1	4	-4	4.1	4	21	-7	0.2
COc1ccccc1-c1cc(C(F)(F)F)nc(N2CCCCC2)n1	-1	-1	0	11	-1.5	4	6	-1	0.1
Cc1cnc(C)c(N2CCN(Cc3nc(-c4ccccc4)no3)CC2)n1	2	-1	0	8	0.4	-2	15	-4	0.2
COc1ccc(C(=O)OCC(=O)Nc2cc(C)c(C)cc2[N+](=O)[O-])cc1	0	-3	2	-17	2.6	4	-5	1	-0.2
CCOC(=O)C1CCCN(c2nc3ccccc3nc2C(C#N)C(=O)OCCOC)C1 (stereo not given)	6	7	7	0	3.2	2	13	3	0.1
COc1cccc(N2CC(=O)Nc3c(oc4nc(-c5ccccc5)cc(C)c34)C2=O)c1	-3	0	-4	9	0.8	7	5	-1	-0.1
Cc1cccc(/C=N/n2c(C3CCCCC3)n[nH]c2=S)c1	-4	-3	-1	2	0.8	9	2	2	0.0
CC(C)CCSc1nc(N2CCOCC2)c2c(c1C#N)CC(C)(C)OC2	-3	-1	2	3	2.4	3	17	2	0.0
COc1ccccc1-c1coc2cc(OC(=O)/C=C/c3ccccc3)ccc2c1=O	5	-5	-9	-4	-2.1	15	6	2	0.2
CCOC(=O)c1ccc(NC(=O)C2CCN(S(=O)(=O)c3ccccc3)CC2)cc1	-4	13	-2	11	0.9	19	6	3	-0.1
CCCc1nn(C)c(C(=O)Nc2ccc(C)c(C)c2)c1Cl	0	16	-3	36	-3.3	-11	18	1	-0.1
CCCCNC(=O)Cc1ccc(C)cc1	2	-4	1	-8	-0.5	2	5	0	-0.3
CC(=O)Nc1ccc(NC(=O)C(C)OC(=O)c2cccc(S(=O)(=O)N3CCCCC3)c2)cc1 (stereo not given)	0	-10	-2	-1	4.2	-2	-6	-1	-0.1
NC(=O)c1nn(-c2ccccc2)nc1NC(=O)CN1CCOCC1	-1	-1	-3	2	3.2	-5	-6	-4	-0.1
Cc1ccc(NCc2ccco2)cc1C	1	1	0	5	0.5	-1	6	0	-0.1
Clc1cccc(Cl)c1CSc1nnc2ccccn12	-4	-1	4	-1	-1.1	-1	4	0	1.6
CC1CC1C(=O)OCC(=O)Nc1ncc(Cl)cc1Cl (stereo not given)	-2	-13	1	4	-0.3	3	-2	-4	0.0
CCCn1c(SCC(=O)c2ccc(CC)cc2)n[nH]c1=O	-2	5	8	6	3.5	0	9	-3	-0.1
CC(CCC(=O)O)C1CC[C@@]2(C)C3C(=O)CC4C(C)(C)C(O)CC[C@]4(C)C3C(=O)C[C@]12C (stereo not given in full)	0	-6	3	9	0.0	-3	1	1	0.0
O=c1oc2ccccc2cc1-c1ccc(O)cc1O	-1	4	-2	-2	-2.3	-3	-8	-3	-0.1
Cc1ccc(-c2ccc(SCC(=O)c3ccccc3)nn2)cc1	-1	-1	-3	81	1.2	6	-15	2	0.0
C/C(=N\OC(=O)c1ccccc1)c1cc(-c2ccc(Cl)cc2)no1	1	0	5	-5	-2.1	0	4	-3	0.1
S=C(Cc1ccccc1)NCCc1ccccc1	5	-5	0	-7	2.9	-6	26	-2	0.1
CCOc1ccc(NS(=O)(=O)c2ccc(NC(C)=O)c(OC)c2)cc1	-2	0	-11	7	-0.3	0	4	-1	0.0
COc1ccc(-c2cc(C(=O)Nc3cnn(Cc4ccccc4C)c3)no2)cc1OC	2	1	-1	2	-1.3	0	-22	-1	-0.2
Cc1nc(-c2ccc(F)cc2)c(CC(=O)Nc2cccc(S(=O)(=O)N3CCOCC3)c2)s1	-2	-2	2	-16	1.9	5	4	-3	0.0
CCCCNC(=S)N(CCN(CC)CC)Cc1cc2cc3c(cc2[nH]c1=O)OCCO3	1	18*	-3	2	-9.3	1	22	-6	0.0
Cc1ccc(NC(=O)CSc2nnc(-c3ccc(S(=O)(=O)N4CCCC4)cc3)o2)cc1C	-1	1	-1	nt	1.1	-2	-4	-6	-0.4
O=C(NC1CCCCC1)C1CC(=O)N(Cc2ccccc2)C1 (stereo not given)	1	-1	3	7	1.9	-19	-1	0	-0.2
COc1ccc(CNc2nc(-c3cccnc3)nn2C(C)=O)cc1	-2	8	5	7	0.5	-4	14	-4	0.0
CC(C)Oc1ccc(C2c3c(oc4ccccc4c3=O)C(=O)N2CCCN2CCOCC2)cc1 (stereo not given)	-2	3	2	-1	3.5	-1	9	3	0.2
C(=N\Nc1nc(N2CCCC2)nc(N2CCCC2)n1)/c1cccnc1	-1	0	1	2	-1.2	-9	16	0	-0.1
O=C(O[C@@H]1[C@H](Cc2ccccc2)NS(=O)(=O)[C@H]2C[C@@H]3C=C[C@]12O3)c1ccccc1Br	nt	nt	-4	1	3.0	nt	10	0	0.4
N#C/C(C(=O)N1CCCCC1)=C1\Nc2ccccc2S1	3	4	-7	-11	0.2	-22	2	1	0.0
COc1ccccc1N(CC(=O)NC1CCCC1)C(=O)CCC(=O)Nc1cc(C)on1	3	-4	1	3	-0.2	-3	-3	-5	-0.1
O=S(=O)(Nc1cccnc1)c1cc(Cl)ccc1Cl	3	-3	-6	-1	0.2	-2	1	-2	0.1
CCOc1ccc(Nc2nc3c(c(=O)[nH]2)CCC3)cc1	-1	0	-2	nt	0.1	-2	8	-2	0.0
O=S(=O)(c1ccccc1)c1cnc(-c2cccnc2)nc1-c1ccc(Cl)c(Cl)c1	-1	0	9	-4	-0.2	-4	-5	-2	0.0
Cc1cc2cc(CN(CCN3CCOCC3)C(=O)Nc3ccccc3F)c(=O)[nH]c2cc1C	0	3	-3	-8&-7	-1.2	0	23	0	0.0
Cc1c(C(=O)N2CCOCC2)c(S(=O)(=O)Nc2ccccc2F)c(C)n1C	-3	0	-6	8	2.8	-15	0	3	-0.1
COCCNC(=O)c1cn(C)c2ccc(S(=O)(=O)N(C)C3CCCCC3)cc2c1=O	1	0	-1	6	0.5	4	7	1	0.3

Grouped by structure: those above containing a thiophene ring, fused or not.
SMILES	TPT1 inhibitor	CTSL1 counter	LYPLA2 inh	GASC-1 inh	PP5 inh	core dimer inh	PREPL inh	PP1 inh	Efflux pump mplx
CSc1nc2sc3c(c2c2nncn12)CCC3	1	-3	2	-3	4.0	-8	2	2	0.1
Cc1sc(NC(=O)c2ccco2)c(C(c2ccc(F)cc2)N2CCN(C)CC2)c1C (stereo not given)	1	0	7	-7	0.7	-2	26	5	0.2
CCCCCn1cnc2sc(CC)cc2c1=O	1	1	-9	-14	1.1	-8	3	1	0.8
CC(C)C(OC(=O)c1cccs1)C(=O)NCCc1ccccc1 (stereo not given)	0	-3	6	4	1.9	1	-7	1	0.2

Bioassay records as filed in PubChem BioAssay.

The list is partial, so the mix of outcomes need not match the whole.
